aSyn rescue: rescues yeast growth from alpha-synuclein toxicity; Yeast expressing alpha-synuclein, growth rescue, BacTiter-Glo, 24 h; Potency, µM (doses to about 46.1 µM), for inactives: at the top dose growth rescue (activation), hits mostly activators; 370,000 compounds, 0.14% hits; also: potency is read from the fitted curve at half-maximal effect; % of control where 0% means no effect; nearly all actives have a fitted effect of over 65% in size
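Screening used galactose-induced yeast with toxic alpha-synuclein levels, exposed to compound for 24 hr at 30 deg C. Cell growth, read with BacTiter-Glo luminescence, gave the measured signal.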
D3 antag: blocks the human D3 dopamine receptor | P35462 | D3R cells, DiscoveRx beta-arrestin luminescence, antagonist mode; stronger effect = lower value | max response, negative = inhibition, % | 360,000 compounds, 2.5% hits | AID 652054; in the data active = max response below about -50%; inconclusive = no clear call, values can overlap the other calls; also: % is scaled to controls: 0 for no effect and ±100 for the full control effect; mostly tested at two doses, the higher about 12 µM
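Cells plated overnight at 1500 cells/well, then exposed to library compounds with dopamine controls for 90 minutes at 37 degrees C. DiscoveRx reagent added for 30–60 minutes at room temperature; luminescence read, quantitative HTS format.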
DRD3 agonist: activates the human D3 dopamine receptor. max activation, %. AID 652048. 410,000 compounds, 0.58% hits. D3R DiscoveRx beta-arrestin cells, luminescence, 90 min. P35462; in the data active = max activation above about 30%; also: 0% is about no effect; mostly tested at two doses, the higher about 12 µM
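Cells at 1500/well, incubated overnight, then treated with pinned compounds (dopamine as control) for 90 min at 37 degrees C. DiscoveRx reagent added for 30 - 60 minutes at room temperature; luminescence read.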
GLP1R inv ag: GLP-1 receptor (human) inverse agonism; P43220; HEK293 GLP-1R CRE-luciferase, luminescence, 24 h; GLP-1R form is constitutively active; Potency, µM (top dose mostly 38.3 µM), for inactives: top-dose activity change, negative = inhibition, hits mostly inhibitors; 410,000 compounds, 1.6% hits; AID 624417; also: potency is read from the fitted curve at half-maximal effect; % is scaled to controls: 0 for no effect and ±100 for the full control effect; nearly all actives have a fitted effect of over 55% in size
Target sequence (P43220 whole entry, looked up): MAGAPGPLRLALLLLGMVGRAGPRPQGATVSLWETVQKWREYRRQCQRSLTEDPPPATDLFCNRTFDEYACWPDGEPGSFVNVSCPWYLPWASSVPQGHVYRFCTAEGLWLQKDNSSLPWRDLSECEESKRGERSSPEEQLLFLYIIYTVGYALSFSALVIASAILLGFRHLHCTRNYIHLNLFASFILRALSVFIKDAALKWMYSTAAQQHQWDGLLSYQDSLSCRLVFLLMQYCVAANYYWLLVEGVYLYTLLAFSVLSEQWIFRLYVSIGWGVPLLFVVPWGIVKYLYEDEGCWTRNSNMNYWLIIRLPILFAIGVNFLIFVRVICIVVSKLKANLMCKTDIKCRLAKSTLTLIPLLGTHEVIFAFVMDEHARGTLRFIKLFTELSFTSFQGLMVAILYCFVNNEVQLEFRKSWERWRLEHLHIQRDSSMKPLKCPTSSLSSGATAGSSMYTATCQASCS
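GLP-1R inverse agonism mode: basal reporter luminescence in engineered HEK293 cells measured after one day of compound exposure at 37 deg C, with a 12 min room-temperature detection step.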
KB-V1 cytotox: KB-V1 MDR subline cytotoxicity | KB-V1 MDR cells viability, CellTiter-Glo, 72 h | Potency, µM (highest dose often 46.1 µM), inactives show at the top dose activity change, negative = cytotoxicity, most hits filed as cytotoxic | 400,000 compounds, 3.4% hits | AID 1347076; also: potency is read from the fitted curve at half-maximal effect; % is scaled to controls: 0 for no effect and ±100 for the full control effect; nearly all actives have a fitted effect of over 60% in size
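Drug-selected KB-V1 cells, grown in DMEM lacking phenol red with 10% FBS, receive compound titrations; after three days at 37 degrees C, surviving cell ATP is quantified by CellTiter-Glo luminescence and responses normalized and curve-fitted.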
TDP43 rescue: rescues yeast growth from TDP-43 toxicity. 410,000 compounds, 1.8% hits. Potency, µM (top dose mostly 46.1 µM), inactives show at the highest dose growth rescue (activation), actives largely listed as activators. TDP-43 expressing yeast growth rescue, BacTiter-Glo, 24 h; also: potency is read from the fitted curve at half-maximal effect; % of control where 0% means no effect; nearly all actives have a fitted effect of over 50% in size
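Yeast expressing TDP-43 (pregrown in raffinose, seeded at OD600=0.02 in galactose medium) exposed to compounds 24 hr at 30 deg C. Growth read by BacTiter-Glo luminescence; rescue of toxicity appears as increased signal.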
GLP1R ag: agonists of human GLP-1 receptor; Potency, µM (doses to about 45.6 µM), for the others: at the highest dose activation, most hits filed as activators; HEK293 GLP-1R CRE-luciferase, luminescence, 4-6 h; cells express a hypersensitive GLP-1R form; 380,000 compounds, 0.007% hits; P43220; also: potency is read from the fitted curve at half-maximal effect; % of control where 0% means no effect
GLP1R cytotox: cytotoxicity in counter-screen for GLP-1R inverse agonists. HEK293 cAMP-luciferase reporter cells, luminescence, 24 h. Potency, µM (doses to about 38.3 µM), inactives show top-dose activity change, negative = inhibition, most hits filed as inhibitors. 410,000 compounds, 0.13% hits. AID 624418;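 also: loss of luciferase light is scored as toxicity; potency is read from the fitted curve at half-maximal effect; % is scaled to controls: 0 for no effect and ±100 for the full control effect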
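A 23 nL compound transfer followed 12 hours of cell culture at 37 deg C; exposure then lasted 24 hr. Luciferase assay detection reagent was dispensed and plates read for luminescence after a 12 min room-temperature wait.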
PTHR1 ag: agonists of human PTHR1 parathyroid hormone receptor. HEK293 GP2 PTHR1 cells, GloSensor cAMP luminescence, 1 h. Potency, µM (series often up to 115 µM), inactives show at the top dose activation, most hits filed as activators. 410,000 compounds, 0.075% hits. AID 743266; also: potency is read from the fitted curve at half-maximal effect; nearly all actives have a fitted effect of over 55% in size; some results filed as inactive show a strong effect at the top dose; inactives centre near -15; many of its hits are not listed in these tables
Target sequence (Q03431 whole entry, looked up): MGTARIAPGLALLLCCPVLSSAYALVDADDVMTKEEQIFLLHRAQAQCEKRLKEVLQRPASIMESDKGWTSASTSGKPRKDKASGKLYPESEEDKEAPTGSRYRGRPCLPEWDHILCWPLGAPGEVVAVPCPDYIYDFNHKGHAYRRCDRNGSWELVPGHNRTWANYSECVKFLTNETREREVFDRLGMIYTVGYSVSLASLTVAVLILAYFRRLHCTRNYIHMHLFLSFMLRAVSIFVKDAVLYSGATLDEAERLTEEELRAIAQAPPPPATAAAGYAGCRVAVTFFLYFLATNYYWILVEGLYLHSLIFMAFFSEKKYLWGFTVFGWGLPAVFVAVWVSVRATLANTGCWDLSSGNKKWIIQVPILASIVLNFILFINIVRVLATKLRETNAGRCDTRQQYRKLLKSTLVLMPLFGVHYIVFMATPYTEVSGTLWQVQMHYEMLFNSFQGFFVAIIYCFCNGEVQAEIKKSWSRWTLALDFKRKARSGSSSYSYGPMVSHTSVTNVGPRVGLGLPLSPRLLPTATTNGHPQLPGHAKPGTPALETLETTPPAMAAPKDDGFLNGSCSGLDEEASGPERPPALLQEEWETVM
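HEK-293-derived GP2 cells expressing PTHR1 and a GloSensor cAMP reporter, 3,000/well, plated overnight, given luciferin plus IBMX (each 0.5 mM as added) for 1 h at 37 °C, then compound for 1 h at 37 °C. Luminescence was read after 15 min at room temperature.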
Active calls of the source: *; [ ] = another dose, or the depositor's remark. Unless noted, calls follow the shape of the dose curve; as a rule, active = well fitted curve in the direction sought with a large enough effect; inconclusive = small, poorly fitted or top-dose-only effect, or another doubt; inactive = no such curve, though single readings can be large; an effect the other way counts as inactive or inconclusive. An excerpt; the hit share may differ from the screen's.

Screening COc1ccccc1CCNC(=O)C(=O)NCC(c1cccnc1)N1CCN(c2ccccc2)CC1 (stereo not drawn) returned DRD3 agonist 4, GLP1R inv ag -11%, KB-V1 cytotox 2%, TDP43 rescue 17%, GLP1R cytotox -4% and PTHR1 ag -30%.
Screening Cc1ccc(/C=N/NC(=O)CSc2nc3ccccc3n2Cc2ccc(Cl)cc2)o1 returned aSyn rescue -2%, D3 antag 1, DRD3 agonist 17, GLP1R inv ag 10µM*, KB-V1 cytotox -16%, TDP43 rescue inconclusive, GLP1R ag -9%, GLP1R cytotox -23% and PTHR1 ag -18%.
COc1cc2c(cc1NC(=O)Nc1ccccc1)oc1ccccc12 was read as aSyn rescue -5%, D3 antag inconclusive, DRD3 agonist -15, GLP1R inv ag inconclusive, KB-V1 cytotox 0%, TDP43 rescue 29%, GLP1R ag -11%, GLP1R cytotox -20% and PTHR1 ag inactive.
Screening CC(C(=O)NC(C)(C)C)n1c(-c2ccccc2)nc2ccccc21 (stereo not drawn) returned aSyn rescue -2%, D3 antag 14, DRD3 agonist 3, GLP1R inv ag inconclusive, KB-V1 cytotox -9%, TDP43 rescue 18%, GLP1R cytotox -3% and PTHR1 ag -19%.
For CCOC(=O)/C=C/C(=O)OCC(=O)Nc1ccc([N+](=O)[O-])cc1 the results were aSyn rescue -21%, D3 antag -1, DRD3 agonist 4, GLP1R inv ag 14%, KB-V1 cytotox -17%, TDP43 rescue 14µM*, GLP1R ag 0%, GLP1R cytotox -7% and PTHR1 ag -3%.
Screening N#Cc1ccc(OCC(O)CS(=O)(=O)c2ccccc2)cc1 (stereo not drawn) returned aSyn rescue -1%, D3 antag 5, DRD3 agonist 5, GLP1R inv ag 10%, KB-V1 cytotox -5%, TDP43 rescue 21%, GLP1R ag 4%, GLP1R cytotox -2% and PTHR1 ag inactive.
Screening CCOc1cc(Br)ccc1S(=O)(=O)NCc1ccccc1 returned aSyn rescue 10%, D3 antag 5, DRD3 agonist 6, GLP1R inv ag -2%, KB-V1 cytotox 15µM*, TDP43 rescue inconclusive, GLP1R ag 2%, GLP1R cytotox 4% and PTHR1 ag -23%.
`c1ccc2sc(Sc3ncnc4sccc34)nc2c1` gave aSyn rescue 3%, D3 antag 3, DRD3 agonist 6, GLP1R inv ag inconclusive, KB-V1 cytotox -25%, TDP43 rescue 22%, GLP1R ag 6%, GLP1R cytotox -27% and PTHR1 ag -27%.
`O=C(Nc1ccccc1)O/N=C1\CCCCC1c1ccc([N+](=O)[O-])cc1[N+](=O)[O-]` (stereo not drawn) gave aSyn rescue 17%, D3 antag 4, DRD3 agonist 0, GLP1R inv ag inconclusive, KB-V1 cytotox -3%, TDP43 rescue 17%, GLP1R ag -5%, GLP1R cytotox -15% and PTHR1 ag 0%.
For O=C(CCS(=O)(=O)c1ccc(Br)s1)NCc1ccc2c(c1)OCO2 the results were aSyn rescue -1%, D3 antag -17, DRD3 agonist -12, GLP1R inv ag 0%, KB-V1 cytotox -1%, TDP43 rescue -11%, GLP1R ag -4%, GLP1R cytotox 3% and PTHR1 ag inactive.
CCNC(=O)C1CCCN(Cc2cc(-c3ccccc3)on2)CC1 (stereo not drawn) was read as aSyn rescue -2%, D3 antag 14, DRD3 agonist -10, GLP1R inv ag -5%, KB-V1 cytotox -12%, TDP43 rescue 6%, GLP1R ag 20%, GLP1R cytotox -6% and PTHR1 ag inactive.
For Cc1ccc(CNC(=O)CC2(CC3=NS(=O)(=O)c4ccccc4N3)CCCC2)cc1 the results were aSyn rescue -10%, D3 antag 4, DRD3 agonist 3, GLP1R inv ag inconclusive, KB-V1 cytotox -16%, TDP43 rescue 20%, GLP1R ag -4%, GLP1R cytotox -5% and PTHR1 ag -41%[inhibitor].
`Cc1sc2nc(SCc3nc(-c4cccs4)no3)n(-c3ccccc3)c(=O)c2c1C` gave aSyn rescue 9%, D3 antag -19, DRD3 agonist -5, GLP1R inv ag -9%, KB-V1 cytotox -23%, TDP43 rescue -21%, GLP1R ag 17%, GLP1R cytotox -32% and PTHR1 ag -21%.
For COc1ccc(-c2cn3cccnc3n2)cc1F the results were aSyn rescue 3%, D3 antag 9, DRD3 agonist 2, GLP1R inv ag 6%, KB-V1 cytotox 8%, TDP43 rescue 8%, GLP1R ag -3%, GLP1R cytotox 4% and PTHR1 ag inactive.
`N=C1C(=O)NC(=O)C1c1ccccc1` (stereo not drawn) gave aSyn rescue -4%, D3 antag -12, DRD3 agonist -2, GLP1R inv ag 3%, KB-V1 cytotox 3%, TDP43 rescue 5%, GLP1R ag 1%, GLP1R cytotox -5% and PTHR1 ag inactive.
Screening O=C(O)CCC(=O)N1CCc2cc(S(=O)(=O)NC3CCCC3)ccc21 returned aSyn rescue -4%, D3 antag -23, DRD3 agonist -9, GLP1R inv ag -13%, KB-V1 cytotox 0%, TDP43 rescue -20%, GLP1R ag 3%, GLP1R cytotox 2% and PTHR1 ag inconclusive.
O=C(Cn1cc(C(F)(F)F)ccc1=O)N/N=C/c1ccc(F)cc1 was read as aSyn rescue 4%, D3 antag 9, DRD3 agonist -1, GLP1R inv ag -7%, KB-V1 cytotox -1%, TDP43 rescue -26%, GLP1R ag 0%, GLP1R cytotox -16% and PTHR1 ag inactive.
Screening COc1ccc(C(CNc2ccc(C(F)(F)F)cn2)N(C)C)cc1OC (stereo not drawn) returned aSyn rescue 0%, D3 antag 5, DRD3 agonist -7, GLP1R inv ag inconclusive, KB-V1 cytotox -9%, TDP43 rescue 4%, GLP1R ag 18%, GLP1R cytotox 4% and PTHR1 ag inactive.
Cc1ccc(C2c3c(oc4ccccc4c3=O)C(=O)N2c2nncs2)cc1 (stereo not drawn) was read as aSyn rescue -3%, D3 antag -13, DRD3 agonist 4, GLP1R inv ag 36%[activator], KB-V1 cytotox 3%, TDP43 rescue -1%, GLP1R ag 2%, GLP1R cytotox 35%[activator] and PTHR1 ag -8%.
Screening Cc1ccccc1-n1c(SCC(=O)O)nc2sc3c(c2c1=O)CCCC3 returned aSyn rescue -1%, D3 antag 1, DRD3 agonist 2, GLP1R inv ag 22%, KB-V1 cytotox -1%, TDP43 rescue -21%, GLP1R ag 6%, GLP1R cytotox -15% and PTHR1 ag -6%.
Screening O=C(c1cccs1)N1CCN(c2cc(Cl)ccc2Cl)CC1 returned aSyn rescue -12%, D3 antag 8, DRD3 agonist 2, GLP1R inv ag inconclusive, KB-V1 cytotox -7%, TDP43 rescue 22µM*, GLP1R ag 7%, GLP1R cytotox 12% and PTHR1 ag -81%.
For COc1ccc(N2CCN(C(=O)c3cc4c(=O)n(Cc5ccco5)ccc4nc3C)CC2)cc1 the results were DRD3 agonist -6, GLP1R inv ag 6%, TDP43 rescue 0%, GLP1R cytotox 0% and PTHR1 ag inactive.
Screening CCOCCCNC(=O)c1c(NC(=O)Cc2coc3c(C)c(C)ccc23)sc2c1CCC2 returned DRD3 agonist 5, GLP1R inv ag -10%, KB-V1 cytotox 3%, TDP43 rescue 0%, GLP1R cytotox 24% and PTHR1 ag inactive.
Screening Cc1scc(CN2CCN(c3ccc(F)cc3)CC2)c1C returned DRD3 agonist -32, GLP1R inv ag -3%, TDP43 rescue 16%, GLP1R cytotox -16% and PTHR1 ag inactive.
COc1ccc(NC(C)=O)cc1NC(=O)C1(c2cccs2)CCOCC1 was read as DRD3 agonist 1, GLP1R inv ag 8%, KB-V1 cytotox 8%, TDP43 rescue 8%, GLP1R cytotox -2% and PTHR1 ag inactive.
For O=C1CC(N2CCN(c3ncccn3)CC2)C(=O)N1CCc1ccccc1 (stereo not drawn) the results were aSyn rescue -11%, D3 antag 9, DRD3 agonist 2, GLP1R inv ag 11%, KB-V1 cytotox inconclusive, TDP43 rescue -4%, GLP1R ag -1%, GLP1R cytotox 6% and PTHR1 ag inactive.
For COc1ccccc1NS(=O)(=O)c1ccc(C(=O)NCc2ccco2)cc1 the results were aSyn rescue 5%, D3 antag 0, DRD3 agonist -2, GLP1R inv ag -4%, KB-V1 cytotox inconclusive, TDP43 rescue 25%, GLP1R ag 3%, GLP1R cytotox 3% and PTHR1 ag -45%[inhibitor].
Screening COc1cccc2oc3ccc(C#Cc4ccccn4)cc3c(=O)c12 returned aSyn rescue -28%, D3 antag 39, DRD3 agonist -7, GLP1R inv ag 25%, KB-V1 cytotox inconclusive, TDP43 rescue -16%, GLP1R ag -3%, GLP1R cytotox 0% and PTHR1 ag -47%[inhibitor].
Screening Cc1sc2nc(CN(Cc3cccs3)C(=O)NC3CCCCC3)[nH]c(=O)c2c1C returned aSyn rescue 18%, D3 antag -3, DRD3 agonist 0, GLP1R inv ag inconclusive, KB-V1 cytotox inconclusive, TDP43 rescue 11%, GLP1R ag -3%, GLP1R cytotox -17% and PTHR1 ag -4%[57.5 µM].
Screening CCN(CC)S(=O)(=O)c1cccc(NC(=O)C2SC(=Nc3ccc(C)cc3C)C(C(=O)NCC3CCCO3)=C2N)c1 (stereo not drawn) returned aSyn rescue -6%, D3 antag -10, DRD3 agonist 5, GLP1R inv ag inconclusive, KB-V1 cytotox 21µM*, TDP43 rescue -8%, GLP1R ag -2%, GLP1R cytotox 0% and PTHR1 ag 10%[57.5 µM].

2 compounds drawn at random from those above:
Screening Cc1sc2nc(CN(Cc3cccs3)C(=O)NC3CCCCC3)[nH]c(=O)c2c1C returned aSyn rescue 18%, D3 antag -3, DRD3 agonist 0, GLP1R inv ag inconclusive, KB-V1 cytotox inconclusive, TDP43 rescue 11%, GLP1R ag -3%, GLP1R cytotox -17% and PTHR1 ag -4%[57.5 µM].
For COc1ccc(N2CCN(C(=O)c3cc4c(=O)n(Cc5ccco5)ccc4nc3C)CC2)cc1 the results were DRD3 agonist -6, GLP1R inv ag 6%, TDP43 rescue 0%, GLP1R cytotox 0% and PTHR1 ag inactive.

Screening data as filed in PubChem.
